Screening data as filed in PubChem BioAssay.
MEKK3 PB1 HTS: raises or lowers MEK5 binding to the human MEKK3 PB1 domain. bead-based flow cytometry, Alexa488-MEK5 binding to MEKK3; actives lie on both sides; 0 = blocked by unlabeled MEK5, 100 = vehicle. AID 1529. actives 1.4% (n = 290,000). binding response (% of control), % at 10 µM;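 active means binding response more than 3 SD above or below the average of its plate-row segment, actives on both sides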;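 further: Alexa488 bead fluorescence after subtracting the streptavidin-only scavenger bead signal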
Target sequence (Q99759 whole entry, looked up, the tested form may be a part): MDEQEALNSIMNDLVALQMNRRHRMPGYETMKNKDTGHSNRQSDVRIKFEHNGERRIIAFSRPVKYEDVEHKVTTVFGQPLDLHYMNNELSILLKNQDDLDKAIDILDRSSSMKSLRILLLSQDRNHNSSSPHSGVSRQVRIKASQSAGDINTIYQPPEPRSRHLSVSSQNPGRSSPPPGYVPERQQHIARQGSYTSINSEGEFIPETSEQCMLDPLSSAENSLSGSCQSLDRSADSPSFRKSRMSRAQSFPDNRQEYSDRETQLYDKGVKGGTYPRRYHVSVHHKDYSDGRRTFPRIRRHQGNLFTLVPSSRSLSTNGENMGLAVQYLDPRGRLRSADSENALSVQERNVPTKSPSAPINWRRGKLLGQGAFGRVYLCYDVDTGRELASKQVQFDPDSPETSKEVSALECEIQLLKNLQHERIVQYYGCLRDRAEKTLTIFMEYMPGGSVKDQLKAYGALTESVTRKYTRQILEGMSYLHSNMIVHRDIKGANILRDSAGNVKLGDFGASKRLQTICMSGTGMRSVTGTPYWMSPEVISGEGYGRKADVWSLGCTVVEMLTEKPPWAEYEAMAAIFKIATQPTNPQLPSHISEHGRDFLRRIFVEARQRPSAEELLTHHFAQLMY
PfM18AAP inh: blocks P. falciparum M18 aspartyl aminopeptidase; recombinant PfM18AAP, H-Glu-NHMec fluorogenic cleavage; inhibition, % at 7.35 µM; actives 1.2% (n = 290,000); AID 1822;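 active means inhibition above the campaign mean inhibition over all tested compounds plus 3 SD, cut at about 28% in these data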;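 further: 0% = plate median of test compound wells and 100% = 2 mM ZnCl2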
PHOSPHO1 inh: PHOSPHO1 (human) inhibition | Q8TCT1 | AID 1565 | recombinant PHOSPHO1, absorbance phosphatase assay | actives 1.1% (n = 290,000) | inhibition, % at 13.3 µM; in the data active means inhibition above about 60%
Target sequence (Q8TCT1 whole entry, looked up): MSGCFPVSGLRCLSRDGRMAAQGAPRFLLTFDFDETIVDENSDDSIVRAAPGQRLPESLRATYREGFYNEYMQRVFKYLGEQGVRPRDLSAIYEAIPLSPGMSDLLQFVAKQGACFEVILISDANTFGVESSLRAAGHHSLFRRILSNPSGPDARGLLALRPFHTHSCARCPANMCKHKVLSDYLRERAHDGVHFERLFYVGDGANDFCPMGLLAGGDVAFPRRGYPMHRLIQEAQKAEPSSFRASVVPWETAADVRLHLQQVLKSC
FID counter: fluorescent intercalator displacement, NS3 helicase counter-screen; actives 0.17% (n = 290,000); AID 1845; DNA fluorescent intercalator displacement, fluorescence; inhibition, % at 7.9 µM; in the data active means inhibition above about 37%;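 further: 0% = vehicle and 100% = reference compound; higher means more ethidium bromide displaced from hairpin DNA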
OXTR ag: agonists of human oxytocin receptor; actives 0.32% (n = 320,000); activation, % at 3 µM; P30559; CHO-OTR cells, Fluo-8 calcium fluorescence; normalized: DMSO 0%, oxytocin 100%;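 active means activation above the mean of all tested compounds plus 3 SD, cutoff set per screening run, cut at about 20% in these data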;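 further: peak over basal fluorescence ratio from a 100 s FLIPR kinetic read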
GPR7 antag: antagonists of human GPR7 (neuropeptides B/W receptor 1); P48145; GPR7-expressing cells, fluorescence antagonist assay; inhibition, % at 4.4 µM; actives 1.1% (n = 290,000); AID 1861; in the data active means inhibition above about 16%, passing the limit was not always enough;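 further: cells stimulated with the agonist NPW; 0% = agonist with vehicle and 100% = vehicle without agonist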
MEKK2mut PB1 HTS: signal of MEK5 binding to mutant human MEKK2 PB1 domain | bead flow cytometry, Alexa488-MEK5 binding to MEKK2 mutant | percent response, % at 10 µM | actives 0.35% (n = 290,000); in the data active means percent response above about 24%, passing the limit was not always enough; further: inactives centre near 1; some results filed as inactive read as strong as hits; reference of the scale not given here
MEKK2wt PB1 HTS: raises or lowers MEK5 binding to wildtype human MEKK2 PB1 domain. AID 1531. binding response (% of control), % at 10 µM. bead flow cytometry, Alexa488-MEK5 binding to MEKK2 WT; actives lie on both sides. actives 1.1% (n = 290,000). Q9Y2U5; in the data active means binding response below about 67% or above about 130%
NALP1 inh: NALP1 inhibition | actives 0.61% (n = 280,000) | AID 2071 | S. cerevisiae NALP1/ASC/caspase-1 growth, X-gal OD620, 72 h | inhibition, % at 10 µM; in the data active means inhibition mostly above about 24%, no sharp cut-off; inactive means mostly below about 32%; further: some compounds called inactive have numbers as strong as hits
Numbers without * were called inactive; · = not tested or not shown; & = joins results of further samples; [ ] = another dose, or the depositor's remark. Outcome played no part in choosing rows (roughly 6.2% active in at least one column).

SMILES	MEKK3 PB1 HTS	PfM18AAP inh	PHOSPHO1 inh	FID counter	OXTR ag	GPR7 antag	MEKK2mut PB1 HTS	MEKK2wt PB1 HTS	NALP1 inh
Cn1c(CNc2ccccn2)c(C#N)c2ccccc21	103.0	-6.1	7.1	-0.1	0.6	-1.4	0.0	102.0	-0.6
NC(=O)C1CCN(CCC(=O)Nc2ccc(Br)cc2)CC1	95.0	-1.1	-3.0	4.5	0.5	-5.0	1.0	91.0	-49.4
Cc1ccc(S(=O)(=O)N2CCN(S(=O)(=O)N3CCCCC3)CC2)c(C)c1	1.0*[inhibitor]	-1.1	-7.0	-13.7	2.7	-8.7	-20.0	-3.0*[inhibitor]	28.2
CCC(C(=O)NC(C)(C)C)N(Cc1ccco1)C(=O)Cn1nnc(-c2ccc(F)cc2)n1 (stereo unspecified)	101.0	0.5	40.8	-32.3	-2.1	-2.8	0.0	102.0	6.4
CCc1ccc(CN2CCC(n3nccc3NC(=O)c3cccc(F)c3)CC2)cc1	103.0	0.1	-13.7	14.2	4.0	-7.8	9.0	113.0	10.3
COc1ccc(NC(=O)COc2cccnc2[N+](=O)[O-])cc1OC	112.0	-12.3	-42.1	3.5	0.5	-9.8	-1.0	115.0	-0.3
O=C(/C=C/c1c(F)cccc1Cl)N1CCc2ccccc2C1	102.0	3.0	19.3	-24.0	-2.3	-0.7	2.0	101.0	9.4
CC(=O)c1ccc(N(CC(=O)NC2CCCC2)C(=O)c2ccc(C)s2)cc1	101.0	0.0	-4.1	-18.8	0.0	20.8*	-2.0	97.0	17.3
Cc1ccccc1-n1c(=O)cc(N2CCC3(CC2)OCCO3)[nH]c1=O	92.0	4.4	4.9	-2.5	1.4	-7.0	-4.0	106.0	3.3
CN1CCCN(S(=O)(=O)c2ccc3ccccc3c2)CC1	101.0	-6.3	28.0	2.6	-0.6	-8.2	5.0	110.0	17.5
CC(Oc1ccccc1)C(=O)Nc1ccccc1O (stereo unspecified)	101.0	11.5	5.0	5.0	0.6	17.1	1.0	102.0	4.2
O=C(O)c1ccccc1SC1CC(=O)N(C2CCCCC2)C1=O (stereo unspecified)	105.0	14.8	2.5	-6.5	-1.2	-8.1	8.0	101.0	4.2
Cc1ccc(NS(=O)(=O)c2cc(OCC(N)=O)c(C)cc2Cl)cc1C	71.0	-1.9	10.4	-21.4	7.1	-5.2	-3.0	106.0	-0.3
CCOC(=O)CCCNC(=O)CCNC(=O)c1ccc(OC(C)C)cc1	101.0	-8.3	-17.9	-12.9	-0.9	8.4	2.0	102.0	11.5
COc1ccc(/C(N)=N/OC(=O)c2cccc([N+](=O)[O-])c2C)cc1	99.0	1.0	-0.8	-0.1	-0.1	-2.0	0.0	95.0	19.4
Cc1noc(C)c1COC(=O)c1cc2ccccc2cc1O	101.0	-0.9	14.6	-8.9	1.6	-2.4	2.0	104.0	24.9
Cc1[nH]c(=O)[nH]c(=O)c1S(=O)(=O)Nc1ccc(S(N)(=O)=O)cc1	103.0	-0.5	9.7	-2.1	1.0	-1.0	0.0	104.0	18.4
Cc1ccc(NCc2nnc(SCC(=O)N3CCc4ccccc43)n2C)cc1	99.0	-6.9	0.6	-9.0	-1.1	-10.7	-4.0	99.0	-1.3
COCCCNCCCOc1ccc(C)cc1Br	99.0	4.9	-7.5	15.8	0.4	3.1	-1.0	101.0	31.8
Cc1c(NC(=O)c2cc(-c3ccc(Cl)c(Cl)c3)on2)c(=O)n(-c2ccccc2)n1C	103.0	10.1	20.0	-37.4	0.2	-12.2	-1.0	100.0	-7.5
Cc1ccc(NS(=O)(=O)c2ccc(-c3cnc(C4CC4)o3)cc2)c(C)c1	106.0	-2.3	-0.7	-28.2	1.2	17.8	5.0	100.0	5.3
CCOCC(O)CSCc1ccc(Cl)cc1 (stereo unspecified)	97.0	3.9	4.7	-5.8	-1.2	-9.2	-6.0	96.0	·
Cc1ccc(S(=O)(=O)N2CCCCC2)cc1NC(=O)Cn1cnnn1	102.0	-9.2	3.1	-0.4	2.0	-2.5	7.0	99.0	-17.4
CCOC(=O)Cc1ccc(NC(=O)c2ccccc2Br)cc1	107.0	-19.8	42.1	-11.8	0.2	3.7	1.0	102.0	22.3
CC(/C=N/n1c(C2CCCCC2)n[nH]c1=S)=C\c1ccccc1	103.0	-0.7	-171.3	-40.7	-0.8	-20.1	-1.0	92.0	2.9
CCC(=O)N1CCN(c2ccc(Cl)cc2NC(=O)c2ccc([N+](=O)[O-])o2)CC1	100.0	-2.8	17.8	-32.1	0.8	3.8	6.0	103.0	5.2
O=C(CSc1ccc(-c2cccnc2)nn1)N1CCCc2ccccc21	126.0	-0.5	-37.6	-20.4	-0.8	1.4	-1.0	110.0	31.7
Cc1cnc(NC(=O)CSc2nnc(Cc3ccccc3)n2C)s1	101.0	-0.6	-3.3	-5.0	-0.3	-11.2	6.0	109.0	14.3
Cn1cccc1Cc1nnc(SCC(=O)NCc2ccc3c(c2)OCO3)n1CCc1ccccc1	105.0	16.3	-24.4	-52.3	-1.0	-0.2	7.0	105.0	26.1
COC(=O)c1ccc(CSc2nnc(Nc3ccc(OC)cc3)s2)o1	112.0	-5.9	70.6*	-4.2	-1.9	9.7	13.0	113.0	7.1
Cc1cccn2c(CNCCSc3nccn3C)c(C(=O)N3CCCCC3)nc12	89.0	-0.8	-21.5	-3.5	-1.2	11.5	-3.0	87.0	·
CCc1ccc(NC(=O)Cn2nc(C)n3cccc3c2=O)cc1	104.0	-0.9	22.3	-19.2	-0.3	-5.1	4.0	109.0	-1.2
CCOC(=O)CNC(=O)Cn1cnc2c(nnn2-c2ccc(C)cc2)c1=O	107.0	2.5	8.7	6.1	-1.1	-4.8	5.0	109.0	-10.2
CCc1ccccc1NC(=O)Cn1nnc(C(=O)NCc2cccs2)c1N	120.0	-2.4	-30.3	-0.9	-0.1	4.6	0.0	114.0	7.8
COc1ccccc1C(=O)N/C(=C\c1cn(C)c2ccccc12)C(=O)NCCCN1CCOCC1	97.0	-1.9	39.9	14.3	-0.3	-4.3	-2.0	98.0	31.1
N#Cc1ccccc1COC(=O)c1ccc(Br)o1	100.0	-11.1	16.0	-8.3	0.0	-1.6	0.0	94.0	4.2
O=C(c1ccc(COc2ccccc2Cl)o1)N1CCN(Cc2ccc3c(c2)OCO3)CC1	116.0&96.0	-13.6&-1.2	31.5&24.7	4.0&-13.8	-0.8&-2.6	13.3&1.1	-2.0&-1.0	113.0&94.0	-19.2&-0.1
CC1=NN(C(=O)c2ccc(Br)cc2)C(O)(C(F)(F)OC(F)(F)F)C1 (stereo unspecified)	·	2.3	18.3	-4.7	-1.5	-7.3	·	·	9.3
COc1cc(NC(=S)NCCSc2ccc(C)cc2)cc(OC)c1	109.0	-11.7	-21.2	-12.0	-0.7	-12.0	-1.0	120.0	34.5
CCOc1ccc(-n2cnc3scc(-c4ccc(OC)c(OC)c4)c3c2=O)cc1	98.0	1.5	24.0	-22.6	-2.1	-7.0	-7.0	93.0	8.1
COc1cc(/C=N/NC(=O)c2c(-c3c(Cl)cccc3Cl)noc2C)ccc1OCC(N)=O	100.0	4.9	·	-16.8	·	-18.9	-2.0	99.0	26.5
COc1cc(C(=O)NCCCC2CCCC2)ccc1OC1CCN(C(C)=O)CC1	99.0	-4.7	·	-32.1	·	-7.2	-2.0	101.0	27.1
Cc1ccccc1C(=O)NC1CCN(C(=O)Nc2ccccc2Cl)CC1	103.0	1.6	5.3	9.4	0.2	2.0	4.0	101.0	6.1
COc1ccccc1CNC(=O)N1CCN(S(=O)(=O)c2ccc(Cl)cc2)CC1	99.0	0.2	39.2	-28.3	2.9	-8.7	1.0	96.0	1.3
Cn1cccc1CNC(=S)Nc1ccccc1F	99.0	3.5	-12.7	-4.5	0.4	-18.9	5.0	101.0	0.6
O=C(NCCCN1CCCC1)Nc1ccc(F)cc1	100.0	3.8	32.6	-4.2	1.2	-15.0	5.0	106.0	8.1
COc1cc(/C=N/NC(=O)CCC(=O)NCc2ccccc2)cc(OC)c1OC	94.0	-16.7	-0.3	-16.2	-0.7	-3.0	-2.0	95.0	24.0
Cc1ccc(NS(=O)(=O)c2c(C)[nH]c(=O)[nH]c2=O)cc1F	109.0	-9.7	42.2	-4.9	·	-7.0	6.0	108.0	30.7
CCN1CCN(C(=O)C(C)N(c2ccc(C)cc2)S(C)(=O)=O)CC1 (stereo unspecified)	98.0	-1.3	-17.2	-2.7	0.5	-11.8	2.0	101.0	-0.5
Cc1[nH]nc2c1C(=O)CC(C)(C)C2	108.0	-7.2	-0.6	-5.6	0.0	-9.4	15.0	109.0	-20.9
CCn1c2ccccc2c2cc(/C=N/n3c(C)nnc3C)ccc21	96.0	0.9	5.9	-6.7	-1.0	-4.5	-2.0	93.0	1.7
COc1cccc(C(=O)NCc2ccccc2OC)c1	103.0	-14.2	-14.6	-2.7	-1.0	14.2	3.0	101.0	11.7
O=C(Nc1ccccc1)N(CCc1ccncc1)C1CCCCC1	102.0	-10.4	·	-4.6	0.0	-5.3	12.0	103.0	·
Cn1c(=O)[nH]c(=O)c2c1nc(N/N=C/c1ccncc1)n2Cc1ccc(Cl)cc1	87.0	5.1	8.1	-9.8	1.1	0.7	-24.0	90.0	·
Nc1ccc(Nc2ccc([N+](=O)[O-])cc2[N+](=O)[O-])cc1	101.0	2.2	-15.2	11.4	1.3	-1.6	2.0	102.0	-2.1
Cc1ccc(NC(=S)N(Cc2ccco2)C2CCN(C(C)C)CC2)cc1	132.0*	-3.2	-6.0	-0.1	-0.1	-11.3	1.0	105.0	20.7
Fc1ccc(CSc2nnc3ccccn23)c(Cl)c1	107.0	-0.6	-3.7	4.3	-1.6	-5.6	2.0	101.0	20.5
O=C(CCCOc1ccc(Cl)cc1Cl)NCCCn1ccnc1	85.0	10.9	41.2	12.1	-0.4	3.0	-9.0	91.0	26.1
Cc1occc1C(=O)NNC(=S)NC(=O)COc1ccc(Cl)cc1Cl	100.0	7.4	7.7	-18.8	-0.4	-7.6	3.0	97.0	4.0
CS(=O)(=O)N(CC(=O)N1CCCCCC1)c1ccc2c(c1)OCCO2	103.0	-7.8	32.2	-10.3	-0.2	-4.7	1.0	102.0	19.8
Next records follow.
SMILES	MEKK3 PB1 HTS	PfM18AAP inh	PHOSPHO1 inh	FID counter	OXTR ag	GPR7 antag	MEKK2mut PB1 HTS	MEKK2wt PB1 HTS	NALP1 inh
O=C(Nc1cccnc1)c1cccc(-c2cc3ccccc3oc2=O)c1	86.0	0.7	45.4	0.2	-0.1	2.8	-13.0	84.0	21.6
Cc1cc(=O)c(C(=O)O)nn1-c1ccc(Cl)cc1	91.0	-5.2	4.1	4.7	0.5	-5.4	-21.0	84.0	·
Cc1cc(=O)oc2cc(OCc3ccc(C(=O)N4CCN(c5ccccc5)CC4)cc3)ccc12	96.0	-0.4	-10.9	-27.4	1.6	-5.6	-2.0	90.0	43.3
COc1ccc(Cn2c(=S)[nH]c3ccccc32)cc1	92.0	1.9	-22.6	-8.4	-0.7	-4.1	-3.0	93.0	3.6

Single records (already shown).
`O=C(Nc1cccnc1)c1cccc(-c2cc3ccccc3oc2=O)c1` as listed: MEKK3 PB1 HTS: 86.0; PfM18AAP inh: 0.7; PHOSPHO1 inh: 45.4; FID counter: 0.2; OXTR ag: -0.1; GPR7 antag: 2.8; MEKK2mut PB1 HTS: -13.0; MEKK2wt PB1 HTS: 84.0; NALP1 inh: 21.6
`Cc1cc(=O)oc2cc(OCc3ccc(C(=O)N4CCN(c5ccccc5)CC4)cc3)ccc12` as listed: MEKK3 PB1 HTS: 96.0; PfM18AAP inh: -0.4; PHOSPHO1 inh: -10.9; FID counter: -27.4; OXTR ag: 1.6; GPR7 antag: -5.6; MEKK2mut PB1 HTS: -2.0; MEKK2wt PB1 HTS: 90.0; NALP1 inh: 43.3
